Insulin prom inh: TRM-6 insulin promoter activity inhibition; inhibition, % at 2 µM; actives 0.9% (n = 130,000); TRM-6 cells (human fetal islet line), insulin promoter-eGFP reporter, imaging; reporter expression induced with tamoxifen;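 active = inhibition above the mean plus 3 SD, with well images judged a real hit on visual review, cut at about 60% in these data, passing the limit was not always enough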
sdo1 growth: compounds rescuing growth of sdo1-depleted yeast, bone marrow failure model. S. cerevisiae sdo1-depleted JHY4D growth rescue, OD600 30 h; stronger effect = higher value; pdr5 snq2 efflux-pump mutant strain. z-score at 10 µM. actives 0.21% (n = 140,000). AID 817;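 active = z-score above 3 at both the 24 hr and the 30 hr optical density reads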;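 also: z-score against mean and SD of all compound wells on the same plate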
sdo1 growth Rescue 24 h: also measured in sdo1 growth; calls as there; z-score; S. cerevisiae sdo1-depleted JHY4D growth rescue, OD600; measured here: growth rescue at 24 h;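 0 is the plate mean of compound wells and units are plate SD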
Starred values were filed as active, the others as inactive; [ ] = another dose, or the depositor's remark. Some of the compounds tested. The share of hits here may be higher or lower than overall.

Results for N#C/C(=C/c1ccc(-c2cc(C(=O)O)cc(C(=O)O)c2)o1)c1nc2ccccc2s1 ?
Insulin prom inh: 6

Results for O=C(O)CCC(=O)N1CCN(c2ccccn2)CC1 ?
Insulin prom inh: -25; sdo1 growth: 1.4; sdo1 growth Rescue 24 h: 1.2

Results for CCOc1cccc(-c2nn3c(-c4cc(C)[nH]n4)nnc3s2)c1 ?
sdo1 growth: -0.86; sdo1 growth Rescue 24 h: -0.67

Results for COc1ccccc1NC(=O)Cn1nnc(-c2ccccc2NC(=O)c2ccco2)n1 ?
Insulin prom inh: 3; sdo1 growth: 0.49; sdo1 growth Rescue 24 h: 1.5

How did O=C(CN1CCC(NC(=O)c2ccccc2)CC1)NCc1ccccc1F do in these assays?
Insulin prom inh: 18; sdo1 growth: 0.35; sdo1 growth Rescue 24 h: -0.45

How did COc1ccc(CCNC(=O)c2ccc(-c3ccc([N+](=O)[O-])cc3Cl)o2)cc1OC do in these assays?
sdo1 growth: -0.83; sdo1 growth Rescue 24 h: -0.79

What do the screens show for `O=C(NC1=NCCS1)c1cccs1`?
sdo1 growth: 1; sdo1 growth Rescue 24 h: 0.78

What do the screens show for `CC1=CN2C(=N)/C(=C\c3cn(CCCOc4ccccc4)c4ccccc34)C(=O)N=C2S1`?
sdo1 growth: -0.57; sdo1 growth Rescue 24 h: 0.98

What do the screens show for `Cc1cccc(NC(=O)c2cccc3c2C(=O)c2ccccc2-3)c1`?
Insulin prom inh: 10; sdo1 growth: 0.7; sdo1 growth Rescue 24 h: 3

How did O=C(Nc1ccc(C(=O)O)cc1)/C(=C\c1cccc([N+](=O)[O-])c1)NC(=O)c1ccc(Br)o1 do in these assays?
Insulin prom inh: -20

Results for CCOc1ccc(NC2c3ccccc3C(=O)N2c2ccc(Cl)cn2)cc1 (stereo not given) ?
sdo1 growth: -1.5; sdo1 growth Rescue 24 h: -1.4

How did Cc1cc(-c2n[nH]c(=S)n2-c2ccc(F)cc2)nn1C do in these assays?
Insulin prom inh: 6

What do the screens show for `CCC(=O)Nc1cnc(NC(=O)c2cccc(F)c2)cc1C`?
Insulin prom inh: 11; sdo1 growth: 0.79; sdo1 growth Rescue 24 h: 0.71

What do the screens show for `COc1ccc(S(=O)(=O)NCC(c2cccnc2)N2CCN(c3ccccc3)CC2)cc1C` (stereo not given)?
Insulin prom inh: -20; sdo1 growth: -2.2; sdo1 growth Rescue 24 h: -1.9

How did COc1cc(NC(=S)N2CCCCC2C)cc(OC)c1OC (stereo not given) do in these assays?
Insulin prom inh: -18

What do the screens show for `CCN(CC)S(=O)(=O)c1ccc2oc(SCC3CN=C(c4ccc(OC)cc4)S3)nc2c1` (stereo not given)?
Insulin prom inh: 36; sdo1 growth: -1; sdo1 growth Rescue 24 h: -1.1

Results for CCCCOc1ccc(C(CC(=O)NC)C(=O)O)cc1 (stereo not given) ?
Insulin prom inh: 26; sdo1 growth: -0.61; sdo1 growth Rescue 24 h: -0.95

What do the screens show for `Clc1ccc(-n2ncc3c(NCc4ccccn4)ncnc32)cc1`?
sdo1 growth: -0.65[13.5 µM]; sdo1 growth Rescue 24 h: -0.3

Results for CCOC(=O)C(C)(C)C(=O)C(C)(C)C(O)c1ccccn1 (stereo not given) ?
sdo1 growth: 0.93; sdo1 growth Rescue 24 h: 0.63

What do the screens show for `CC(OC(=O)c1nsc(Cl)c1Cl)C(=O)NCc1ccc2c(c1)OCO2` (stereo not given)?
Insulin prom inh: -57; sdo1 growth: 0.6; sdo1 growth Rescue 24 h: 0.36

12 entries already listed, ordered by count of non-hydrogen atoms, highest first:
What do the screens show for `COc1ccc(S(=O)(=O)NCC(c2cccnc2)N2CCN(c3ccccc3)CC2)cc1C` (stereo not given)?
Insulin prom inh: -20; sdo1 growth: -2.2; sdo1 growth Rescue 24 h: -1.9

How did O=C(Nc1ccc(C(=O)O)cc1)/C(=C\c1cccc([N+](=O)[O-])c1)NC(=O)c1ccc(Br)o1 do in these assays?
Insulin prom inh: -20

Results for N#C/C(=C/c1ccc(-c2cc(C(=O)O)cc(C(=O)O)c2)o1)c1nc2ccccc2s1 ?
Insulin prom inh: 6

How did O=C(CN1CCC(NC(=O)c2ccccc2)CC1)NCc1ccccc1F do in these assays?
Insulin prom inh: 18; sdo1 growth: 0.35; sdo1 growth Rescue 24 h: -0.45

What do the screens show for `CC(OC(=O)c1nsc(Cl)c1Cl)C(=O)NCc1ccc2c(c1)OCO2` (stereo not given)?
Insulin prom inh: -57; sdo1 growth: 0.6; sdo1 growth Rescue 24 h: 0.36

What do the screens show for `Clc1ccc(-n2ncc3c(NCc4ccccn4)ncnc32)cc1`?
sdo1 growth: -0.65[13.5 µM]; sdo1 growth Rescue 24 h: -0.3

Results for CCOc1cccc(-c2nn3c(-c4cc(C)[nH]n4)nnc3s2)c1 ?
sdo1 growth: -0.86; sdo1 growth Rescue 24 h: -0.67

What do the screens show for `CCC(=O)Nc1cnc(NC(=O)c2cccc(F)c2)cc1C`?
Insulin prom inh: 11; sdo1 growth: 0.79; sdo1 growth Rescue 24 h: 0.71

Results for CCOC(=O)C(C)(C)C(=O)C(C)(C)C(O)c1ccccn1 (stereo not given) ?
sdo1 growth: 0.93; sdo1 growth Rescue 24 h: 0.63

How did Cc1cc(-c2n[nH]c(=S)n2-c2ccc(F)cc2)nn1C do in these assays?
Insulin prom inh: 6

Results for O=C(O)CCC(=O)N1CCN(c2ccccn2)CC1 ?
Insulin prom inh: -25; sdo1 growth: 1.4; sdo1 growth Rescue 24 h: 1.2

What do the screens show for `O=C(NC1=NCCS1)c1cccs1`?
sdo1 growth: 1; sdo1 growth Rescue 24 h: 0.78

The results go on:
Results for COc1ccc(/C=C2\CCc3ccccc3C2=O)cc1Cn1nc(C)c(Br)c1C ?
Insulin prom inh: 52

How did COc1cc(CNCc2ccco2)ccc1OCc1ccccc1 do in these assays?
sdo1 growth: 0.7; sdo1 growth Rescue 24 h: -0.69

What do the screens show for `Cc1cc(C(=O)N/N=C/c2cccc([N+](=O)[O-])c2)c2ccccc2n1`?
Insulin prom inh: -12; sdo1 growth: 0.66; sdo1 growth Rescue 24 h: -0.19

Results for Cc1ccc(C(=O)N2CCc3ccccc32)cc1 ?
Insulin prom inh: 35; sdo1 growth: 0.29; sdo1 growth Rescue 24 h: 0.2

How did Cc1ccc(-c2csc(NC(=O)c3ccc(S(=O)(=O)N4CCc5ccccc54)cc3)n2)cc1 do in these assays?
Insulin prom inh: -27; sdo1 growth: 0; sdo1 growth Rescue 24 h: -0.34

What do the screens show for `COc1ccc(-n2c(COc3ccc(Cl)cc3)nnc2SCc2ccc(C#N)cc2)cc1`?
Insulin prom inh: -6; sdo1 growth: -1.5; sdo1 growth Rescue 24 h: -1.4

Results for CS(=O)(=O)N(CC(=O)Nc1cccc(Cl)c1Cl)c1ccccc1 ?
Insulin prom inh: -22; sdo1 growth: 0.61; sdo1 growth Rescue 24 h: -0.11

What do the screens show for `CN(CC(=O)N1CCCCC1)S(=O)(=O)c1cccc2cccnc12`?
Insulin prom inh: 86*; sdo1 growth: 0.7; sdo1 growth Rescue 24 h: 0.97

Results for O=C1OCCC1Sc1ncnc2sccc12 (stereo not given) ?
Insulin prom inh: 3; sdo1 growth: -0.4; sdo1 growth Rescue 24 h: -1.1

Results for NC(=O)Cc1nc(-c2ccc(Br)cc2)cs1 ?
Insulin prom inh: 8; sdo1 growth: 0.92; sdo1 growth Rescue 24 h: 0.29

How did COCCNC(=O)COc1ccccc1C do in these assays?
Insulin prom inh: 21; sdo1 growth: 0.03; sdo1 growth Rescue 24 h: -0.59

Results for COc1ccccc1NC(=O)COC(=O)C1CCN(/C=C/C(=O)C(F)(F)F)CC1 ?
Insulin prom inh: 15; sdo1 growth: 0.57; sdo1 growth Rescue 24 h: -1.1

What do the screens show for `O=C(O)c1cc2c(s1)-c1ccccc1CC2`?
Insulin prom inh: -22; sdo1 growth: -0.01; sdo1 growth Rescue 24 h: -0.37

What do the screens show for `O=C(CN1CCN(S(=O)(=O)c2ccccc2)CC1)Nc1ccc2c(c1)OCO2`?
sdo1 growth: 0.29; sdo1 growth Rescue 24 h: -0.27

How did CC(=O)NC1=NN(C(C)=O)C(c2sccc2C)S1 (stereo not given) do in these assays?
Insulin prom inh: 38; sdo1 growth: 1.2; sdo1 growth Rescue 24 h: 0.8

Results for CCSc1nnc(NC(=O)C(NC(=O)c2ccc(Cl)cc2)C(C)C)s1 (stereo not given) ?
Insulin prom inh: 14; sdo1 growth: 0; sdo1 growth Rescue 24 h: -0.01

How did CCc1nnc(SCc2ccc(C(=O)OC)o2)n1N do in these assays?
Insulin prom inh: 29; sdo1 growth: 1.1; sdo1 growth Rescue 24 h: 1.5

Results for O=C(Nc1ccc(NC(=O)C2CCCCC2)cn1)c1ccco1 ?
Insulin prom inh: 50; sdo1 growth: -0.13; sdo1 growth Rescue 24 h: -0.34

Results for Cc1ccc(Cn2ccc(NC(=O)c3noc4c3CCCC4)n2)cc1 ?
sdo1 growth: -0.02; sdo1 growth Rescue 24 h: 0.11

What do the screens show for `CCOC(=O)/C(C#N)=C/c1c[nH]c2ccccc12`?
Insulin prom inh: -60; sdo1 growth: -0.37; sdo1 growth Rescue 24 h: -0.08

Results for Cn1cnnc1SCC(=O)Nc1cc(C(F)(F)F)ccc1N1CCOCC1 ?
Insulin prom inh: 0

Results for COc1ccc(OCC(=O)OC2CCN(C)CC2)cc1 ?
Insulin prom inh: -4; sdo1 growth: 0.51; sdo1 growth Rescue 24 h: 0.43

What do the screens show for `O=C(COC(=O)/C=C/c1ccc([N+](=O)[O-])cc1)NC(c1ccccc1)c1ccccc1`?
Insulin prom inh: -88; sdo1 growth: -0.4; sdo1 growth Rescue 24 h: 0.46

How did O=C(Cn1nnc2ccccc21)c1ccccc1 do in these assays?
Insulin prom inh: -47; sdo1 growth: 0.59; sdo1 growth Rescue 24 h: -0.33

Results for COC(=O)c1sc2ccccc2c1NC(=O)c1ccc(S(=O)(=O)N2CCCC(C)C2)cc1 (stereo not given) ?
sdo1 growth: -0.38; sdo1 growth Rescue 24 h: -0.45

Results for Cc1cc(C)cc(-n2c(SCC(=O)Nc3cccc(S(=O)(=O)NC4=NCCCCC4)c3)nc3ccccc3c2=O)c1 ?
sdo1 growth: -0.15; sdo1 growth Rescue 24 h: -0.14

How did Cc1ccc(C)c(N2CCN(C(=O)CCNC(=O)Cn3ccc4ccccc4c3=O)CC2)c1 do in these assays?
Insulin prom inh: -7; sdo1 growth: -0.21; sdo1 growth Rescue 24 h: -0.15

How did CCC(C)NC(=O)C1CCN(S(=O)(=O)c2cccnc2)CC1 (stereo not given) do in these assays?
Insulin prom inh: -46; sdo1 growth: -0.55; sdo1 growth Rescue 24 h: -0.44

What do the screens show for `CCOC(=O)N1CCC(NC(=O)c2cc(-c3ccc(F)cc3)[nH]c2C)CC1`?
Insulin prom inh: 21; sdo1 growth: 0.04; sdo1 growth Rescue 24 h: 0.2

What do the screens show for `CCCCOc1ccccc1Cn1c(=O)oc2ccc(C)cc21`?
Insulin prom inh: -6; sdo1 growth: -0.57; sdo1 growth Rescue 24 h: -0.22

How did Cc1ccc(C2CC(c3ccccc3)=NN2C(=S)Nc2ccccc2)o1 (stereo not given) do in these assays?
Insulin prom inh: 30; sdo1 growth: -1.4; sdo1 growth Rescue 24 h: 0.09

Results for Cc1ccsc1-c1n[nH]c(=S)n1C1CCCCC1 ?
Insulin prom inh: -25; sdo1 growth: -1.1; sdo1 growth Rescue 24 h: -1.1

How did Cc1cc2ccccc2c(=O)n1CC(=O)NCc1ccco1 do in these assays?
Insulin prom inh: -45; sdo1 growth: -0.31; sdo1 growth Rescue 24 h: -0.67

Results for CCCC(C)NC(=O)CSc1nc2ccc(C)cc2[nH]1 (stereo not given) ?
Insulin prom inh: -27

Results for Cc1ccc(S(=O)(=O)NC2(C(F)(F)F)C(=O)Nc3c2c(=O)n(C)c(=O)n3C)cc1 (stereo not given) ?
Insulin prom inh: 0; sdo1 growth: 0.47; sdo1 growth Rescue 24 h: 0.42

What do the screens show for `CC1(CC(=O)N/N=C/c2ccc(-c3cccc(C(F)(F)F)c3)o2)OCCO1`?
Insulin prom inh: 36; sdo1 growth: 0; sdo1 growth Rescue 24 h: 1.1

How did CC(=O)Nc1nc2c(ncn2COCCOC(C)=O)c(=O)[nH]1 do in these assays?
Insulin prom inh: -369; sdo1 growth: -0.2; sdo1 growth Rescue 24 h: -0.76

What do the screens show for `COc1ccc(NCN2C(=O)CCC2=O)cc1`?
Insulin prom inh: -3; sdo1 growth: 0.27; sdo1 growth Rescue 24 h: -0.09

How did CCCCN1C(=O)/C(=C2/Sc3ccccc3N2C)S/C1=N\c1ncn[nH]1 do in these assays?
Insulin prom inh: 17

Results for CCCCN(CCCNC(=O)c1ccc2nc(N3CCOCC3)sc2c1)Cc1ccccc1 ?
Insulin prom inh: 30; sdo1 growth: -1.2; sdo1 growth Rescue 24 h: -1

How did C=C(C)CSc1cc(C)c(C#N)c2nc3ccccc3n12 do in these assays?
sdo1 growth: -0.35; sdo1 growth Rescue 24 h: -0.51

Results for Cn1c(=O)c2c(nc(SCc3nc(N)nc(N4CCCCC4)n3)n2C)n(C)c1=O ?
Insulin prom inh: 3; sdo1 growth: -0.25; sdo1 growth Rescue 24 h: -0.88

How did CCn1cnc2sc(C)c(C)c2c1=O do in these assays?
Insulin prom inh: 7; sdo1 growth: -0.09; sdo1 growth Rescue 24 h: -0.03

Results for CCCC(=O)Nc1ncnc2c1ncn2[C@@H]1O[C@@H]2COP(=O)(O)O[C@H]2[C@H]1OC(=O)CCC ?
Insulin prom inh: 19; sdo1 growth: 1.2; sdo1 growth Rescue 24 h: 1.2

Screening data as filed in PubChem.
